TLR4 MyD88 comp: TLR4-MyD88 interaction inhibition in cells; HeLa CL3-4 TLR4/MyD88 BLA complementation, FRET ratio; inhibition, % at 8.4 µM; 200,000 tested, 0.18% active; AID 861; in the data active means inhibition above about 25%;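 further: 0% = vehicle and 100% = reference inhibitor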
bIAP inhibitor: intestinal alkaline phosphatase (bovine) inhibition; purified bovine IAP, CDP-star luminescence, 30 min; inhibition, % at 20 µM; 190,000 tested, under 10 active;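 active means over 50% inhibition of intestinal alkaline phosphatase at 20 µM in the single-dose screen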
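Assay system – bovine IAP enzyme · Quantity – bovine IAP at 1/65,000,000 final dilution · Detection – CDP-star luminescence signal · Times – 30 min reaction at room temperature · Also added – CDP-star substrate at 30 µM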
Lmaj promast: inhibitors of Leishmania major promastigote growth; Leishmania major promastigotes, resazurin fluorescence viability; inhibition, % at 10 µM; 200,000 tested, 9% active; AID 1063; in the data active means inhibition above about 50%;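 further: promastigotes grown with compound for 44 hours at 28 °C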
PPARg SRC1 recr: promotes SRC-1 coactivator recruitment by human PPARgamma. P37231. PPARgamma-SRC-1 coactivator recruitment biochemical assay. activation, % at 8 µM. 200,000 tested, 0.41% active; in the data active means activation above about 19%;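 further: 0% = DMSO and 100% = reference agonist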
Target sequence (P37231 whole entry, looked up): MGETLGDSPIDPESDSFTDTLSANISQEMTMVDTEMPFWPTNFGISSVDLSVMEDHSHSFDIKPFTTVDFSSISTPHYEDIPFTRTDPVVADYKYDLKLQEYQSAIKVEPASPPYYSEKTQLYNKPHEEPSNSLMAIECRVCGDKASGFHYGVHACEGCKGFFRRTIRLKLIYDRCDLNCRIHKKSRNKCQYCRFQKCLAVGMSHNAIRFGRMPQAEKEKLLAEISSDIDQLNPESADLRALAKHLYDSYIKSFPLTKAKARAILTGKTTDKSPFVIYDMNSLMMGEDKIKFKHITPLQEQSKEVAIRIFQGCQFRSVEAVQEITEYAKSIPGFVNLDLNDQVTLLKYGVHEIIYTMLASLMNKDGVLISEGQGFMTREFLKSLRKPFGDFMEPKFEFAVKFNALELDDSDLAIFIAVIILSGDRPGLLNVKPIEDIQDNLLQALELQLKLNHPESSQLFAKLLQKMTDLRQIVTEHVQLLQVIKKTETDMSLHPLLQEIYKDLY
S1P3 antag: S1P3 (human) receptor antagonism. 170,000 tested, 0.27% active. inhibition, % at 4.98 µM. AID 485. Q99500. CHO S1P3 NFAT-BLA reporter, FRET fluorescence, antagonist mode;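 active means inhibition above the plate cutoff, the mean inhibition of test wells on that plate plus 3 SD, cut at about 28% in these data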;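 further: cells challenged with S1P at its EC80 of 0.8 µM; blue over green emission ratio from cleaved BLA substrate after 4 h stimulation; 0% = S1P-stimulated wells and 100% = unstimulated DMSO-only wells; some compounds past the cut are filed as inactive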
Target sequence (Q99500 whole entry, looked up): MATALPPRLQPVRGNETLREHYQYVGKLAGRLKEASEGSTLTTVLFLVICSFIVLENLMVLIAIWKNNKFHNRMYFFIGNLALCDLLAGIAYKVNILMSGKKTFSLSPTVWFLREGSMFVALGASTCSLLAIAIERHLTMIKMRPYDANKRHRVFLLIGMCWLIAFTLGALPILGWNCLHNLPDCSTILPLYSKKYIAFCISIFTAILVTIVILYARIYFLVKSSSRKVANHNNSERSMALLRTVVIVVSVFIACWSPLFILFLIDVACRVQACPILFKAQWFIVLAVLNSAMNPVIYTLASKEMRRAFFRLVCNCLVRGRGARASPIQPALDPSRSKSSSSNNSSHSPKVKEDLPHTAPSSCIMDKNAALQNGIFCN
ROMK primary: modulates human ROMK potassium channel activity; P48048; Tet-inducible ROMK, thallium flux fluorescence; actives lie on both sides; B-score at 10 µM; 130,000 tested, 2% active; AID 1918;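 active means signal ratio slope over the read window, or its plate-corrected B-score, at least 3 SD from the plate mean, either direction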;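 further: B-score of the F/F0 ratio slope over 7 to 12 s after thallium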
Redox H2O2 prof: compounds producing H2O2 with reducing agent – biochemical, NIH compound library profiling, artefact control for MLSCN library redox annotation, primary screen; 200,000 tested, 0.03% active; activation, % at 10 µM; DTT-dependent redox cycling H2O2, phenol red/HRP absorbance; 100% = 100 µM peroxide control, 0% = buffer;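 active means activation of at least 50% relative to the plate's high and low controls in the primary single-dose screen; inactive means activation below 50%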;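 further: compound incubated with DTT at 0.8 mM final as the reducing agent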
PPARg SRC3 recr: PPARgamma-driven SRC-3 recruitment agonism. P37231. biochemical PPARgamma/SRC-3 coactivator recruitment assay. activation, % at 8 µM. 200,000 tested, 0.26% active. AID 731; in the data active means activation above about 23%;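 further: 0% = DMSO and 100% = reference agonist; some compounds past the cut are filed as inactive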
PPARg SRC-2 ag: promotes SRC-2 coactivator recruitment by human PPARgamma; PPARgamma LBD-SRC-2 recruitment, biochemical; P37231; 200,000 tested, 0.34% active; activation, % at 8 µM; in the data active means activation above about 22%;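 further: 0% = vehicle and 100% = reference agonist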
bIAP activator: intestinal alkaline phosphatase (bovine) activation; purified bovine IAP, CDP-star luminescence, 30 min; active compounds read high; fold of DMSO-control signal, blank-subtracted; activation factor at 20 µM; 200,000 tested, 0.17% active; AID 1016;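 active means activation factor of 2 or more at 20 µM, a signal rise over negative controls twice the positive control's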
TR-FRET SRC-2 ct: counter-screen for PPARgamma SRC-2 recruitment agonists: TR-FRET artefact | active compounds read high | TR-FRET ratio at 8 µM | 200,000 tested, 0.4% active | AID 1049; in the data active means TR-FRET ratio above about 2000; further: inactives centre near 1500; reference of the scale not given here
Numbers without * were called inactive; x = not tested or not shown; & = joins results of further samples.

Values run as follows: Redox H2O2 prof	TLR4 MyD88 comp	PPARg SRC1 recr	Lmaj promast	bIAP activator	ROMK primary	TR-FRET SRC-2 ct	S1P3 antag	PPARg SRC-2 ag	bIAP inhibitor	PPARg SRC3 recr
- CCCc1nc2oc3c(=O)[nH]cnc3c2c2c1CCCC2
→ 0.7	1.4	2.9	3.1	1	-0.604	1644	0.8	-6.2	-4.6	0.7
- O=C(Nc1ccc2c(c1)CCC2)C1CCCN(c2ncccn2)C1 (stereo not drawn)
→ 0.3	-0.3	-1.8	1.0	0.9	0.0562	1593	-3.7	-4.9	5.5	7.4
- CC(C)Nc1nc(NC(C)C)nc(Oc2ccc(OCc3ccccc3)nn2)n1
→ 0.0	5.0	3.7	34.9	1	0.27	1688	x	4.6	3.2	10.7
- CCC(C)NC(=O)c1ccccc1NC(=O)C(C)N(c1ccccc1)S(C)(=O)=O (stereo not drawn)
→ 0.4	-10.6	-4.6	10.1	1	0.92	1480	-10.5	1.8	-1.9	-15.2
- CC1CCC(C(C)C)C(OC(=O)Cn2c(-c3ccc(Br)cc3)[n+](C)c3ccccc32)C1 (stereo not drawn)
→ -1.9&-0.8	-3.7&15.1	2.0&8.0	100.4*	1&1	-6.83*	1513&1645	4.4&-5.1	-2.1&9.2	-0.3&-4.1	4.2&7.2
- CC1(C)Cc2nc(Cl)c(C#N)cc2CO1
→ -0.6	-12.0	2.6	-5.3	1	0.279	1509	9.4	-0.6	-4.9	-3.0
- O=C(CN1CCN(Cc2ccccc2Cl)C1=O)NCc1ccco1
→ -4.0	1.1	-0.3	-5.7	1	x	1402	x	8.8	2.8	-7.9
- CCCCN(CCCC)c1ncnc2nc[nH]c12
→ 0.6	-19.0	3.0	3.6	1.2	0.998	1593	5.6	9.4	-17.2	1.1
- CC(OC(=O)c1ccccc1O)C(=O)Nc1ccc(Cl)cn1 (stereo not drawn)
→ 0.0	-4.2	-1.3	-1.7	0.9	-0.158	1320	-6.5	-1.0	8.1	2.6
- CCOC(=O)C1CCN(C(=O)COc2cc(C)c(Br)cc2C)CC1
→ -0.7	-11.7	-1.4	-2.4	1	-4.9*	1736	-3.0	6.0	-0.3	10.1
- COc1cc2c(cc1OC)C(C(=O)N1CCCCC1)C(c1ccccc1F)N(C)C2=O (stereo not drawn)
→ -0.7	6.0	-2.0	0.2	1.1	-0.134	1643	x	0.6	-12.4	7.7
- CCN(CC)c1ccc(CN(C(=O)c2ccco2)C2CCS(=O)(=O)C2)cc1 (stereo not drawn)
→ 1.3	-2.2	3.1	2.1	0.8	x	1659	-13.9	8.1	17.4	6.1
- Cc1ccc(CCNC(=O)CN(C)S(=O)(=O)c2ccc3c(c2)c(=O)n(C)c(=O)n3C)cc1
→ -0.8	-3.7	-1.4	-1.8	1.1	x	1513	x	-5.2	-13.2	0.0
- Cc1ccc(NC(=O)/C=C\C(=O)NCC(=O)O)cc1C
→ -0.2	5.1	-0.2	-3.1	0.7	1.6	1321	-12.5	-5.0	32.5	-2.9
- CCc1cccc(C)c1NC(=O)CN(C)Cc1cccc(F)c1
→ 0.5	0.2	5.2	1.3	1	x	1378	2.9	-6.8	3.7	-7.6

In a second layout: results already given.
canonical_smiles	Redox H2O2 prof	TLR4 MyD88 comp	PPARg SRC1 recr	Lmaj promast	bIAP activator	ROMK primary	TR-FRET SRC-2 ct	S1P3 antag	PPARg SRC-2 ag	bIAP inhibitor	PPARg SRC3 recr
CCN(CC)c1ccc(CN(C(=O)c2ccco2)C2CCS(=O)(=O)C2)cc1 (stereo not drawn)	1.3	-2.2	3.1	2.1	0.8	x	1659	-13.9	8.1	17.4	6.1
CC1CCC(C(C)C)C(OC(=O)Cn2c(-c3ccc(Br)cc3)[n+](C)c3ccccc32)C1 (stereo not drawn)	-1.9&-0.8	-3.7&15.1	2.0&8.0	100.4*	1&1	-6.83*	1513&1645	4.4&-5.1	-2.1&9.2	-0.3&-4.1	4.2&7.2
CCCCN(CCCC)c1ncnc2nc[nH]c12	0.6	-19.0	3.0	3.6	1.2	0.998	1593	5.6	9.4	-17.2	1.1

The results go on:
Values run as follows: Redox H2O2 prof	TLR4 MyD88 comp	PPARg SRC1 recr	Lmaj promast	bIAP activator	ROMK primary	TR-FRET SRC-2 ct	S1P3 antag	PPARg SRC-2 ag	bIAP inhibitor	PPARg SRC3 recr
- CCN1C(=O)CC(C(=O)O)SC1=Nc1ccc(OC)cc1 (stereo not drawn)
→ 1.2	8.0	6.7	-6.2	1	x	1607	9.1	-2.7	4.3	-8.3
- CCOC(=O)/C(=N\Nc1cc(Cl)ccc1Cl)N1CCOCC1
→ -1.0	-0.5	0.7	7.5	1	-0.122	1588	-8.2	0.7	1.3	0.8
- COCCn1c(=NC(=O)CSCC(=O)NC2CCCCC2)sc2cc(OC)ccc21
→ 0.6	-3.1	-1.4	19.7	1	-0.156	1524	15.0	10.4	1.3	-3.8
- O=C(CN1C(=O)CSc2ncccc21)N1CCOCC1
→ -1.2	1.1	-0.3	-8.7	0.9	x	1516	-33.5	1.8	6.6	3.6
- CNc1ccccc1C(C)(C)c1cc(-c2ccco2)n[nH]1
→ 1.9	11.3	7.5	7.6	1	x	1516	2.6	-1.0	3.9	-4.8
- CCOC(=O)c1c(C)n(C(=O)c2ccco2)c(=O)n1C(=O)c1ccco1
→ -0.1	8.7	-1.7	-3.6	0.9	-0.599	1504	-4.4	4.3	11.2	5.1
- Cc1ccc(C(=O)Nc2ncc(Cc3ccc(SC(F)F)cc3)s2)cc1
→ 1.7	3.2	3.8	-1.1	0.7	x	1477	-18.7	13.3	34.6	0.0
- CCn1c(SCC(=O)NCc2ccc(F)cc2)nc2c(c1=O)SC(C)C2 (stereo not drawn)
→ 0.0	4.7	6.6	-1.6	0.9	x	1591	-0.1	-2.6	11.9	7.0
- CC(NC(=O)C1CCCCC1)C(=O)NC1=NCCS1 (stereo not drawn)
→ -1.7	3.1	13.4	-1.0	1	x	1579	x	8.2	-1.8	6.1
- N#C/C(=C(/O)COc1cccc2ccccc12)c1nc2ccccc2[nH]1
→ -4.8	-15.6	3.6	-7.5	0.8	x	1535	x	-2.6	17.0	12.2
- Cc1ccc(CNC(=O)CCc2c(C)nc3ncnn3c2C)cc1
→ 1.7	-0.8	-4.6	-3.2	1	0.492	1455	-17.9	-2.9	2.4	-7.5
- CCOC(=O)c1cnc(-n2nc(C)cc2C)nc1NC(C)c1ccccc1 (stereo not drawn)
→ -1.1	-5.0	-1.5	95.7*	1	0.0119	1754	40.0	-1.2	-1.7	0.8
- CCN(CC)S(=O)(=O)c1cccc(C(=O)N/N=C/c2ccc(N3CCOCC3)cc2)c1
→ -0.6	1.9	5.6	-2.0	1	-0.0637	1708	0.9	2.5	0.3	-1.4
- CC(C)(C)OC(=O)C(C(=O)OC(C)(C)C)c1ccc(Cl)nn1
→ 0.1	-0.8	-3.5	1.6	1	-0.0236	1518	-6.2	-0.6	2.5	-3.2
- COc1cc(/C=N/n2c(SC)nnc(C(C)(C)C)c2=O)ccc1O
→ 0.4	-2.3	-1.7	20.7	0.9	-0.971	1584	1.1	7.0	12.6	-1.3

Carrying on.
Values run as follows: Redox H2O2 prof	TLR4 MyD88 comp	PPARg SRC1 recr	Lmaj promast	bIAP activator	ROMK primary	TR-FRET SRC-2 ct	S1P3 antag	PPARg SRC-2 ag	bIAP inhibitor	PPARg SRC3 recr
- O=C(NC(Nc1cc(C(F)(F)F)ccc1Cl)C(=O)c1ccccc1)c1ccccc1 (stereo not drawn)
→ 3.5	7.1	-1.5	4.0	0.9	x	1479	x	14.8	13.1	-13.1
- CCCNS(=O)(=O)c1ccc(OCC(=O)OC)cc1
→ 0.8	-2.9	4.3	-4.2	1	x	1462	x	-3.2	-1.1	17.4
- CCC(=O)NC(Nc1cccc(C)n1)(C(F)(F)F)C(F)(F)F
→ 1.8	2.2	-1.9	-3.5	0.9	x	1552	-24.5	-4.2	12.9	8.1
- COc1ccc(C(=S)N2CCOCC2)cc1OC(=O)c1cccc([N+](=O)[O-])c1
→ -0.1	3.4	3.9	1.5	1	x	1659	-14.4	8.1	4.8	1.3
- O=C(NC(c1ccccc1)c1ccccc1)N1CCOCC1
→ -1.8	3.2	-4.0	-4.3	1	-0.559	1740	-2.0	-1.5	-3.1	-2.1
- CCOC(=O)N1CCc2c(sc(NC(=O)CN3CCOCC3)c2C(=O)Nc2ccccc2)C1
→ -0.2	-1.9	12.2	4.4	1	1.01	1522	-6.1	3.0	-4.7	-0.1
- COc1cc(NC(=O)COC(=O)c2ccc(S(=O)(=O)N3CC(C)CC(C)C3)cc2)c(C)cc1[N+](=O)[O-] (stereo not drawn)
→ 0.1	1.9	2.1	44.9	0.5	0.284	1736	-7.7	6.0	47.4	0.8
- CNC(C)c1cc(OC)ccc1OC (stereo not drawn)
→ 0.6	-1.1	1.7	-5.6	0.9	x	1714	x	3.8	12.4	9.1
- O=c1c2ccccc2nc(SCc2ccc([N+](=O)[O-])cc2)n1-c1ccccc1
→ 3.0	-7.5	9.1	53.7*	1	x	1563	x	9.9	3.7	13.4
- O=C(NC1CCCCC1)N1CCN(c2nc(-c3ccccc3)cs2)CC1
→ 1.1	7.6	4.9	17.5	1.1	-1.53	1666	-12.2	4.6	-10.2	4.4
- Cc1ccc(=O)n(C(C(=O)NCc2ccco2)C(=O)c2ccc(F)cc2)c1 (stereo not drawn)
→ 2.2	3.2	-5.3	-5.4	1	x	1502	-4.3	12.6	4.3	1.1
- O=C(C1=C[C@@H](c2ccc3c(c2)OCO3)C[C@@H](OCc2ccc(CO)cc2)O1)N1CCOCC1
→ -2.0	-16.6	11.1	6.9	1	x	1492	-15.3	7.5	-1.0	-1.0
- CC1CCN(C(=O)CN2C(=O)C(=O)c3ccccc32)CC1
→ -0.7	12.4	0.7	-14.6	0.9	x	1340	-36.2	-16.0	13.7	-3.5
- CC(C)C(c1nnnn1Cc1cccs1)N1CCN(C2CCCC2)CC1 (stereo not drawn)
→ 2.6	18.9	-7.2	-2.5	1.1	x	1495	-11.1	-4.9	-6.2	-8.8
- COc1ccccc1C(=O)N1CCN(c2nc3cc(C)c(C)cc3cc2C#N)CC1
→ -0.6	-5.1	-2.2	16.6	0.7	-1.18	1770	-25.8	-1.4	25.8	0.6
- Cc1cc(C)n(C2=NS(=O)(=O)c3ccccc32)n1
→ 3.1	-2.9	-2.1	-7.9	1	x	1400	-35.4	2.9	4.7	0.2
- CCOc1ccc(/C=C2\N=C(c3cccs3)OC2=O)cc1OC
→ 0.1	-24.2	-1.1	3.2	1	-1.27	1323	-10.2	-5.1	0.8	-4.3
- COc1ccccc1N1CCN(C(=O)c2cc3n(n2)C(C(F)(F)F)CC(c2ccco2)N3)CC1 (stereo not drawn)
→ 0.3	4.2	-1.0	40.2	1.1	0.198	1491	-9.3	-2.8	-8.8	-6.5

Complete entries as entered above. Values in the order: Redox H2O2 prof, TLR4 MyD88 comp, PPARg SRC1 recr, Lmaj promast, bIAP activator, ROMK primary, TR-FRET SRC-2 ct, S1P3 antag, PPARg SRC-2 ag, bIAP inhibitor, PPARg SRC3 recr
Cc1cc(C)n(C2=NS(=O)(=O)c3ccccc32)n1 is entered as 3.1, -2.9, -2.1, -7.9, 1, x, 1400, -35.4, 2.9, 4.7, 0.2
CCOc1ccc(/C=C2\N=C(c3cccs3)OC2=O)cc1OC is entered as 0.1, -24.2, -1.1, 3.2, 1, -1.27, 1323, -10.2, -5.1, 0.8, -4.3
